# Screening results: PubChem BioAssay, NMMLSC
# ABCB1 inh: human ABCB1 inhibition, ABCG2 as counter-screen; P08183; CCRF-Adr cells, JC-1 efflux, flow cytometry; inhibition, % at 6.6 µM; hit rate 0.067% among 190,000; AID 1326; in the data active = inhibition above about 40%;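 also: 0% = vehicle and 100% = reference inhibitor; higher value means more JC-1 retained so stronger ABCB1 efflux block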
# Bcl-W Bim block: human Bim-Bcl-W interaction inhibition; bead-based flow cytometry, Bim peptide-Bcl-W binding; inhibition, % at 10 µM; hit rate 0.02% among 190,000; AID 952;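 also: 0% = bound tracer without compound and 100% = peptide blocker; higher means less fluorescent Bim peptide bound to Bcl-W beads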
# Target sequence (Q92843 whole entry, looked up): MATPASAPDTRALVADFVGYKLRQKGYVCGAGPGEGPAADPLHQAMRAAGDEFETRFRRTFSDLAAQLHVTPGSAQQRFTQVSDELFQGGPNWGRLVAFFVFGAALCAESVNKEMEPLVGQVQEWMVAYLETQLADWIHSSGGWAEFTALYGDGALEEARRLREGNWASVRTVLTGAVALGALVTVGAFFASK
# Bcl-2 Bim block: inhibitors of Bim-Bcl-2 interaction, human. hit rate 0.06% among 190,000. inhibition, % at 10 µM. Bead-based flow cytometry, Bim peptide-Bcl-2 binding. AID 950; in the data active = inhibition above about 40%; inconclusive = no clear call, values can overlap the other calls;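 also: 0% = no compound wells with probe peptide and 100% = reference peptide inhibitor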
# Target sequence (P10415 whole entry, looked up): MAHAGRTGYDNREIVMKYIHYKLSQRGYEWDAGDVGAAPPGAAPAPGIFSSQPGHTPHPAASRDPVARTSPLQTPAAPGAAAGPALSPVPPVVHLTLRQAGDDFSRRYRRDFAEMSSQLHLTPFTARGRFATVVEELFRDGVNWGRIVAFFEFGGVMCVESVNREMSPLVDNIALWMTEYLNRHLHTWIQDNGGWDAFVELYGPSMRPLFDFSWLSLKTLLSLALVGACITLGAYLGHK
# ABCG2 block: human ABCG2 inhibition, ABCB1 as counter-screen | Q9UNQ0 | IgMXP3 cells, JC-1 efflux, flow cytometry | inhibition, % at 6.6 µM | hit rate 0.1% among 190,000 | AID 1325;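 active = inhibition above 80%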;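 also: 0% = DMSO and 100% = nicardipine control wells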
#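 Test system: ABCG2 IgMXP3 and barcoded ABCB1 CCRF-Adr cell mix; Schedule: cells with compound and JC-1, 10 min at 25 °C, rotating, no wash; Technique: flow cytometry of retained JC-1 fluorescence; Measure: % inhibition of efflux relative to nicardipine and DMSO; Controls: nicardipine high and DMSO low controls.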
# Bcl-B Bim block: disrupts Bim peptide binding to human Bcl-B; hit rate 0.073% among 190,000; inhibition, % at 10 µM; bead-based flow cytometry;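 also: 0% = tracer peptide without compound and 100% = reference inhibitor peptide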
# Target sequence (Q9HD36 whole entry, looked up): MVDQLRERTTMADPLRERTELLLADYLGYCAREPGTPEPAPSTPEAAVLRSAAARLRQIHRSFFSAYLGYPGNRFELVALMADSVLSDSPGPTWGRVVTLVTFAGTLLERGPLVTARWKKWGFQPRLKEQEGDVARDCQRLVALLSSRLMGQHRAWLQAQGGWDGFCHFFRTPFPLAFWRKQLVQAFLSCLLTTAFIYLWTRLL
# Bfl-1 Bim block: disrupts Bim binding to human Bfl-1; Q16548; Bead-based flow cytometry, Bim-Bfl-1 binding inhibition; inhibition, % at 10 µM; hit rate 0.12% among 190,000;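 also: 0% = wells without compound plus tracer and 100% = blocker peptide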
# Bcl-XL Bim block: disrupts Bim peptide binding to human Bcl-XL | bead flow cytometry, fluorescence | hit rate 0.04% among 190,000 | inhibition, % at 10 µM | AID 1007 | Q07817
# Target sequence (Q07817 whole entry, looked up): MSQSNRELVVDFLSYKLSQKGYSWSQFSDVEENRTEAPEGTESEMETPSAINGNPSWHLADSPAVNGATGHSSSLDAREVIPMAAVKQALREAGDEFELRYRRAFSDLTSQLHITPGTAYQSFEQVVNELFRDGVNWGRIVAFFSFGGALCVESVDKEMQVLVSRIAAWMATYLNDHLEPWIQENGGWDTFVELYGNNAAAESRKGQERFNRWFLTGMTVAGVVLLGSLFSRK
# RGS8-Gao reg: regulators of human RGS8-Galphao interaction; multiplexed bead flow cytometry, RGS8-Galphao binding; actives lie on both sides; P09471; AID 1423; response (percent of control binding), % at 10 µM; hit rate 0.34% among 220,000; in the data active = response below about 60% or above about 140%; inactive = in between;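 also: Galphao activated as the GDP aluminium fluoride complex binding bead-coupled RGS8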
# GSH fluor: GSH bead compound fluorescence profile; GSH beads flow cytometry, compound fluorescence 488/530 nm; hits give high values; hit rate 0.25% among 190,000; fluorescence (KMESF) at 10 µM; in the data active = fluorescence above about 89;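 also: glutathione beads carrying GST-tagged Bcl family fusion proteins plus one bare bead set; values are compound well signal with DMSO vehicle wells as background; inactives centre near 16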
# RGS4-Gao reg: human RGS4-Galphao interaction regulation | Multiplexed bead flow cytometry, RGS4-Galphao binding; actives lie on both sides | binding response (% of control), % at 10 µM | hit rate 0.33% among 220,000 | AID 1415; in the data active = binding response below about 49% or above about 150%; inactive = in between;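 also: fluorescent Galphao activated with aluminum fluoride binding bead-coupled RGS4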
# RGS7-Gao: regulators of human RGS7-Galphao interaction. Multiplexed bead flow cytometry, RGS7-Galphao binding; actives lie on both sides. hit rate 0.35% among 220,000. binding response (% of control), % at 10 µM; in the data active = binding response below about 49% or above about 150%; inconclusive = no clear call, values can overlap the other calls; inactive = in between;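 also: fluorescent Galphao held in activated GDP-AlF4 state binding bead-coupled RGS7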
# The depositor's hits bear a star; u = inconclusive. Rule as the data show it, unless noted: active = inhibition above about 40%.
SMILES,ABCB1 inh,Bcl-W Bim block,Bcl-2 Bim block,ABCG2 block,Bcl-B Bim block,Bfl-1 Bim block,Bcl-XL Bim block,RGS8-Gao reg,GSH fluor,RGS4-Gao reg,RGS7-Gao
COc1ccc2cc3cc(C(=O)NCCCN4CCc5ccccc5C4)sc3nc2c1,-1.6,-1.0,5.0,-3.9,-1.0,-1.0,0.0,103.2,7,101.9,98.5
COC(=O)CNC(=O)CN1C(=O)N(c2cccc(Cl)c2)C(N(O)C(=O)Nc2cccc(Cl)c2)C1(C)C (stereo not given),1.0,0.0,-3.0,5.9,0.0,0.0,-4.0,96.9,25,88.3,92.5
COc1ccc(OCCCC(=O)NCCc2ccc(OC)c(OC)c2)cc1,-0.1,-2.0,0.0,2.2,-3.0,0.0,-5.0,98.0,10,98.8,102.7
O=C(Cc1ccccn1)Nc1ccccc1,1.1,-1.0,2.0,1.0,-1.0,-2.0,-1.0,102.0,24,112.1,110.8
CN(c1ccccc1)S(=O)(=O)c1cccc(C(=O)OCC(=O)NCCCN2CCCC2=O)c1,0.0,0.0,-9.0,0.0,-7.0,-7.0,-5.0,96.3,24,94.5,u
COc1cccc(/C=N/NC(=O)C[n+]2ccccc2)c1OC,0.7,-2.0,0.0,4.3,-5.0,-1.0,-6.0,101.1,9,102.6,100.1
CCC1(CC)Nc2ccccc2C(=O)N1c1ccc(NC(C)=O)cc1,1.2,-3.0,-1.0,5.8,-1.0,0.0,-1.0,101.4,7,104.7,107.0
CCn1c(CCCOc2ccc(Cl)cc2Cl)nnc1SCC(=O)Nc1cccc(F)c1,0.1,-1.0,-1.0,2.5,-2.0,-6.0,-1.0,101.4,82,100.0,95.6
COCCN(C(=O)CNC(=O)c1cccs1)C(C(=O)NC(C)(C)C)c1ccccc1 (stereo not given),0.4,0.0,2.0,0.4,2.0,-2.0,0.0,100.3,25,103.2,98.5
CNC(=S)N/N=C1\CC(c2ccccc2)Oc2ccccc21 (stereo not given),1.0,1.0,0.0,26.5,0.0,-5.0,0.0,101.7,10,101.8,102.8
Cc1cc(C)cc(NC(=O)C2CCCN(S(=O)(=O)c3cnc[nH]3)C2)c1 (stereo not given),0.2,7.0,4.0,1.5,2.0,4.0,6.0,93.2,24,94.7,94.0
CC(C)(C)Nc1nc(N2CCCC2)nc(N2CCCC2)n1,0.6,-4.0,2.0,2.0,-4.0,0.0,-3.0,100.5,14,100.6,101.0
Cc1ccc(C(=O)N/N=C2/NC(=O)CC(C(=O)Nc3ccccc3)S2)cc1 (stereo not given),-0.1,28.0,26.0,0.3,26.0,28.0,40.0*,102.9,8,104.0,101.8
CCOC(=O)C1(C/C(C)=N/NC(N)=O)CC(C)OC1=O (stereo not given),-0.3,0.0,-2.0,2.7,-3.0,1.0,-3.0,99.6,10,102.4,100.8
Cc1ccc(Cl)cc1NC1=C/C(=N\S(=O)(=O)c2cccs2)c2ccccc2C1=O,0.0,2.0,-12.0,4.6,-17.0,-10.0,-4.0,98.7,47,100.4,99.4
O=S(=O)(NCCc1ccncc1)c1cc(Br)ccc1F,-2.6,0.0,-9.0,-1.2,-7.0,-6.0,-1.0,103.4,20,105.6,100.6
CCN1C2OC3OC4C(OC3OC2N(CC)S1(=O)=O)N(CC)S(=O)(=O)N4CC (stereo not given),0.2,-3.0,-5.0,0.6,-4.0,-6.0,-2.0,102.5,13,104.0,100.2
O=c1ccc(/C=C/c2ccccc2)nn1Cc1ccccc1,0.1,0.0,0.0,1.3,-1.0,2.0,3.0,102.7,9,120.2,104.9
c1cncc(-c2nc(N3CCOCC3)c3ccccc3n2)c1,0.2,-1.0,0.0,2.2,-4.0,-4.0,-5.0,106.6,4,102.5,105.0
CCOCCCNC(=O)C(NC(=O)c1ccc(NC(C)=O)cc1)c1ccc(Cl)cc1 (stereo not given),5.0,0.0,-1.0,19.8,-3.0,1.0,-7.0,87.4,20,91.9,93.0
Cc1[nH][nH]c(=O)c1C(c1ccc(-c2ccc(Cl)cc2Cl)o1)c1c(C)[nH][nH]c1=O,0.2,-3.0,-6.0,0.4,-6.0,-10.0,-7.0,97.2,27,95.3,93.5
O=C(NCc1ccccn1)c1cn(-c2ccccc2)nc1-c1ccc(Cl)cc1,2.6,-3.0,-6.0,82.6*,-7.0,-4.0,-8.0,105.8,10,100.5,101.4
CCCN1C(=O)/C(=C/c2c(NCCCOCC)nc3c(C)cccn3c2=O)SC1=S,68.3*,-1.0,-3.0,62.9,-4.0,-3.0,-1.0,104.3,17,110.0,110.4
O=C(Cn1cnc2c(nnn2Cc2ccccc2)c1=O)c1ccccc1,0.7,2.0,-9.0,2.5,-6.0,-11.0,-1.0,96.8,19,93.6,92.6
COc1cc2c(cc1C1NC(=S)NC(C)=C1C(=O)N(C)C)CCCC2 (stereo not given),0.2,-1.0,3.0,3.0,-10.0,2.0,-5.0,104.3,7,97.9,99.4

# The closing 2 entries of the part above are carried over, then new ones follow:
SMILES,ABCB1 inh,Bcl-W Bim block,Bcl-2 Bim block,ABCG2 block,Bcl-B Bim block,Bfl-1 Bim block,Bcl-XL Bim block,RGS8-Gao reg,GSH fluor,RGS4-Gao reg,RGS7-Gao
O=C(Cn1cnc2c(nnn2Cc2ccccc2)c1=O)c1ccccc1,0.7,2.0,-9.0,2.5,-6.0,-11.0,-1.0,96.8,19,93.6,92.6
COc1cc2c(cc1C1NC(=S)NC(C)=C1C(=O)N(C)C)CCCC2 (stereo not given),0.2,-1.0,3.0,3.0,-10.0,2.0,-5.0,104.3,7,97.9,99.4
CC(=O)Nc1cc(-c2nn(C)c(=O)c3ccccc23)ccc1N1CCOCC1,0.1,-2.0,-8.0,0.2,-8.0,-8.0,-2.0,99.2,11,100.8,98.0
c1csc(-c2nn3c(C4COc5ccccc5O4)nnc3s2)c1 (stereo not given),0.2,3.0,-3.0,0.2,-30.0,22.0,3.0,90.9,30,96.0,114.0
Cc1cc(C)nc(N2CCN(C(=O)c3ccc(S(=O)(=O)N4CCCCCC4)cc3)CC2)n1,1.3,-3.0,-6.0,1.0,-4.0,-2.0,-3.0,98.2,11,103.0,101.8
O=C(NCc1ccc(C(F)(F)F)cc1)C1CC(c2ccccc2[N+](=O)[O-])=NO1 (stereo not given),0.7,-2.0,-2.0,1.2,3.0,-1.0,-1.0,101.5,20,101.7,100.8
O=C(/C=C/c1ccc(Br)cc1)NC(=S)Nc1ccc(S(=O)(=O)Nc2nccs2)cc1,-1.1,-3.0,2.0,-2.9,-2.0,0.0,-5.0,100.6,10,128.9,145.6
COC(CNC(=O)c1ccc2c(c1)ncn2-c1ccc(F)c(F)c1)OC,0.3,-1.0,0.0,3.7,-4.0,-4.0,-5.0,105.5,15,106.1,104.2
CCOc1ccccc1N1CCN(C(=O)C(F)(F)F)CC1,0.7,3.0,-1.0,1.0,-6.0,-12.0,-21.0,101.5,59,99.9,99.5
Cc1[nH]n(-c2ccccc2)c(=O)c1/C=N/N1C(=O)c2cccc3cccc(c23)C1=O,-0.4,-3.0,-1.0,-1.0,0.0,-4.0,-3.0,92.4,11,90.2,90.3
CCn1c(C(C)NC(=O)c2cccc(C)c2)nc2ccccc21 (stereo not given),1.0,-5.0,-15.0,1.6,-12.0,-15.0,-6.0,100.6,14,99.0,100.9
CC(C)c1ccc(-c2nnc(N)s2)cc1,0.4,-2.0,-2.0,3.2,-11.0,0.0,-4.0,102.5,6,100.5,99.7
CCOc1ccc(N(C(=O)c2ccccc2Cl)C2=NC(C)(C)CS2)cc1,0.6,3.0,-1.0,3.0,0.0,-3.0,0.0,106.3,25,105.7,102.2
C=CCNC(=O)c1onc(CSc2cc(C)cc(C)c2)c1C(=O)O,0.5,-1.0,-9.0,1.7,-9.0,-16.0,-7.0,103.1,34,100.0,101.8
CCOC(=O)C1=C(CN2c3ccccc3CC2C)NC(=O)NC1c1ccccc1 (stereo not given),1.3,1.0,-3.0,6.0,-4.0,-9.0,-1.0,99.6,13,99.0,99.9
O=C(COc1ccc(S(=O)(=O)N2CCCC2)cc1)NCCC1=CCCCC1,2.8,-1.0,-8.0,5.7,-8.0,-6.0,-6.0,104.2,29,101.5,100.0
COc1ccnc(Oc2ccccc2)c1C#N,0.2,-2.0,-7.0,9.3,-13.0,-17.0,-5.0,101.8,34,100.8,101.0
COc1ccc(/C(C)=N/NS(=O)(=O)c2cc(C)ccc2C)c(OC)c1,-0.1,-1.0,-6.0,-0.6,-3.0,-7.0,-3.0,95.3,15,53.1,57.1
O=C(Nc1nc(-c2cccs2)cs1)c1ccc(Cl)s1,0.2,-7.0,-6.0,6.4,-8.0,-13.0,-10.0,103.4,16,104.4,101.2
Cc1ccc(Cl)cc1NC(=O)c1ocnc1C,-1.8,1.0,-9.0,56.1,-7.0,-17.0,-5.0,104.5,32,108.8,110.0
CCCSC1=N/C(=C\c2ccc([N+](=O)[O-])o2)C(=O)S1,-0.3,-2.0,3.0,0.4,-29.0,6.0,-4.0,98.0,21,100.4,102.4
CN(c1ccc(OCC(=O)OCC(=O)Nc2c(F)c(F)c(F)c(F)c2F)cc1)S(=O)(=O)c1ccc(F)cc1,-0.1,-1.0,-5.0,2.0,-4.0,-1.0,-4.0,115.9,8,103.0,98.5
CCOC(=O)c1sc(C)nc1C1CCN(C(=O)OCC)CC1,-0.7,1.0,-15.0,2.9,-36.0,-8.0,-15.0,95.5,39,95.1,93.1
CN(Cc1cn(-c2ccccc2)nc1-c1ccc(F)cc1)C(=O)CCC(=O)O,-0.1,-2.0,-1.0,0.2,-3.0,-1.0,-4.0,103.0,5,102.8,99.7
Cc1cc(N2CCOCC2)nc2ccccc12,0.3,0.0,6.0,1.1,2.0,2.0,-3.0,102.6,21,95.8,100.4
O=C(c1cccc(S(=O)(=O)N2CCc3ccccc3C2)c1)N1CCN(c2ccc(O)cc2)CC1,3.5,0.0,3.0,-0.2,-13.0,9.0,-5.0,101.1,10,103.2,102.1
COc1cccc(N2CCN(C(=O)c3cccn4c(=O)c5c(C)c(C)sc5nc34)CC2)c1,1.3,7.0,2.0,4.5,3.0,0.0,10.0,96.3,14,96.6,95.4
CCC1(C)C2(C#N)C(N)=NC(OC)(OC)C12C#N (stereo not given),0.3,0.0,-2.0,0.6,-6.0,-2.0,-2.0,101.8,25,103.3,103.4
O=C(c1ccccc1)N(CCO)Cc1cc2cc3c(cc2[nH]c1=O)OCCO3,0.8,0.0,-1.0,2.6,-5.0,-9.0,-3.0,99.1,13,95.7,u
CCS(=O)(=O)c1ccc2oc(SCC(=O)Nc3ccc(OC)cc3OC)nc2c1,1.0,-3.0,-4.0,5.6,-2.0,-7.0,0.0,100.0,10,99.9,u
CC1(C)Cc2c(c(-c3ccco3)nc3sc4c(NCCO)ncnc4c23)CO1,1.3,7.0,2.0,6.3,-3.0,29.0,0.0,99.1,13,98.9,98.3

# Record cards, from the list above. Values in the order: ABCB1 inh | Bcl-W Bim block | Bcl-2 Bim block | ABCG2 block | Bcl-B Bim block | Bfl-1 Bim block | Bcl-XL Bim block | RGS8-Gao reg | GSH fluor | RGS4-Gao reg | RGS7-Gao
# Record of CCCSC1=N/C(=C\c2ccc([N+](=O)[O-])o2)C(=O)S1 = -0.3 | -2.0 | 3.0 | 0.4 | -29.0 | 6.0 | -4.0 | 98.0 | 21 | 100.4 | 102.4
# Record of COc1ccnc(Oc2ccccc2)c1C#N = 0.2 | -2.0 | -7.0 | 9.3 | -13.0 | -17.0 | -5.0 | 101.8 | 34 | 100.8 | 101.0
